Screening results from PubChem BioAssay.
ERK EGF block: EGF-driven ERK pathway inhibition; HEK293-V1b, EGF-stimulated phospho-ERK AlphaScreen; Potency, µM (highest dose often 11.5 µM), without a hit: at the highest dose activity change, negative = inhibition, hits mostly inhibitors; actives 0.41% (n = 130,000); active means well fitted inhibition curve with a large enough effect; inconclusive means small, poorly fitted or top-dose-only effect, or effect the other way;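 further: plate controls were stimulated vehicle wells for no effect and unstimulated vehicle basal for full effect; nearly all actives have a fitted effect of over 55% in size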
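In this qHTS, HEK293 cells with stable type-1 vasopressin (V1b) receptor were exposed to compound at 37C for 30 min, stimulated 5 min with EGF at 25 nM, lysed, and probed for phospho-ERK by AlphaScreen.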
Starred values were filed as active, the others as inactive; ? = inconclusive; [ ] = another dose, or the depositor's remark. Potency means the concentration at half of the fitted maximal effect.

SMILES | ERK EGF block
O=C(CSc1nnc(COc2cccc3cccnc23)o1)N1CCN(C(=O)c2ccco2)CC1 | 1%
O=C(CSc1nnc2ccc(-c3ccccc3)nn12)NCC1CCCO1 (stereo not drawn) | 6%
COC(=O)c1cc(C(=O)CC(C)C)c[nH]1 | -7%
O=C(c1ccccc1)c1c[nH]cc1-c1ccccc1 | -10%
O=C(COC(=O)c1ccc2c(=O)n3c(nc2c1)CCC3)NC1CCS(=O)(=O)C1 (stereo not drawn) | -5%
Cc1ccc(CNC(=O)c2cc3c(s2)CN(Cc2ccccc2)C3)cc1 | -4%
Cc1oc(-c2cccc3ccccc23)nc1CN1CCN(c2ncnc3ccccc23)CC1 | 32µM*
Cc1nonc1C1CCCN1Cc1cn[nH]c1-c1ccc2c(c1)OCO2 (stereo not drawn) | -5%
O=C(NC(=S)N1CCCc2ccccc21)c1ccco1 | 3%
CCOc1ccc(C(=O)NC2CCN(CC(=O)NCc3cccs3)CC2)cc1 | 5%
COc1ccc(-c2nc(NC(C)=O)sc2-c2ccc(OC)cc2)cc1 | 4%[57.5 µM]
COC(=O)c1ccc(C(NC(=O)OCc2ccccc2)/C(I)=C/[C@@H](C)C(=O)NCc2ccncc2)cc1 (stereo partly drawn) | 2%
CCOC(=O)CNC(=O)N1CCCC(CNS(=O)(=O)Cc2ccccc2)C1 (stereo not drawn) | 2%
Clc1ccc(N=NN2CCOCC2)cc1 | 13%[57.5 µM]
O=C(O)CCC(=O)Nc1cccc(C(=O)c2ccccc2)c1 | 2%[57.5 µM]
COc1ccc(Cl)cc1NC(=S)N(CCN1CCOCC1)C1CCN(C(C)=O)CC1 | -3%
O=c1ccc(/C=C/c2ccccc2)nn1Cc1ccc(F)cc1 | 0%
CNC(=O)c1csc(-c2cccs2)n1 | 2%
CNC(=S)NNC(=O)c1sc2cc(C(F)(F)F)cnc2c1-c1ccccn1 | -8%
O=C1O[C@@H]([C@@H](O)CO)[C@@H](O)[C@H]1O | 4%[25.7 µM]
CCOC(=O)Nc1nnc(-c2ccccc2OC)s1 | -1%
CC(C)NC(=O)C1CCN(C2CCN(C(=O)c3scc4c3CCCC4)CC2)CC1 | -3%[57.5 µM]
O=C(Nc1ccc(N=Nc2ccccc2)c(NC(=O)C2CCCO2)c1)C1CCCO1 (stereo not drawn) | 3%
Cc1ccccc1CSc1nnc(Cn2c(=O)sc3ccccc32)n1C | 0%
O=c1ccc(OCCOc2ccccc2)nn1-c1ccccc1 | -8%
COc1ccc(-c2c([C@H]3[C@H]4C=CC[C@@H](C)[C@@H]4C(=O)N3Cc3ccccc3)ccc3ccccc23)cc1OC | -2%[57.5 µM]
CCn1cc(Br)c(C(=O)NC(=S)Nc2ccc(C(=O)OC)cc2)n1 | 1%
Cc1ccc(C(C(=O)NC(C)(C)C)N(Cc2ccc3c(c2)OCO3)C(=O)c2ccc(CN3CCOCC3)o2)o1 (stereo not drawn) | 2%
C/C(CS(=O)(=O)c1ccccc1)=N\O | -3%
COc1ccc(C(=O)N2N=C(c3ccccc3)CC2(O)C(F)(F)F)cc1 (stereo not drawn) | ?
COCCNC(=O)C1CCN(S(=O)(=O)c2c(C)noc2/C=C/c2cccs2)CC1 | 6%[57.5 µM]
c1ccc(C2=Nc3cccnc3C(c3ccccc3)=NN2)cc1 | 1%
COCC(C)Nc1ncnc2c1cnn2-c1ccc(Cl)cc1 (stereo not drawn) | 0%[57.5 µM]
N/C(Cc1ccc(Cl)cc1Cl)=N\OC(=O)Cc1ccc(Cl)cc1 | 9%
CC(=O)/C(=C\N(C)C)Sc1ccc(Cl)cc1 | 2%[57.5 µM]
COc1ccc(NC(=S)Nc2ccc(OC(F)F)cc2)cn1 | 7%
O=C(NC1CCCC1)C(c1cccs1)N(C(=O)c1ccco1)c1ccc2c(c1)OCO2 (stereo not drawn) | 0%
CCc1ccc2c(c1)C(c1ccc([N+](=O)[O-])cc1)=NNC(c1ccccc1)=N2 | 2%
COc1ccc(-c2noc(CSc3nc(N)cc(=O)[nH]3)n2)cc1 | -2%[57.5 µM]
O=C(NCCc1c[nH]c2ccccc12)/C(=C/c1cccnc1)NC(=O)c1ccccc1 | 1%
Nc1ccc2c(c1)sc1ccccc12 | 2%
CCCCSc1nc2ccccc2n1CC(=O)O | -6%
CN(Cc1ccc(F)cc1)C(=O)CCc1nnc(-c2ccccc2)o1 | -3%
Cc1c(NC(=O)/C=C/c2ccc(S(=O)(=O)N3CCOCC3)cc2)c(=O)n(-c2ccccc2)n1C | -1%[57.5 µM]
C(=C\c1ccccc1)/CNCC1CCCO1 (stereo not drawn) | 2%
CN(C)c1ccc(-c2cc(-n3ccnc3)ncn2)cc1 | 25%
CCCCNC(=O)CCCCCNS(=O)(=O)c1ccc(Br)cc1 | 2%
Cc1ccsc1C1C(C#N)=C(N)OC2=C1C(=O)CCC2 (stereo not drawn) | 10%
O=C1C2C(c3ccccc3)C=CC(c3ccccc3)C2C(=O)N1c1ccccn1 (stereo not drawn) | 1%
COc1ccc(NC(=O)c2cc(S(=O)(=O)N3CCCC3)oc2C)cc1 | -6%[57.5 µM]
COc1ccc(OC)c(C2C=C(C34CC5CC(CC(C5)C3)C4)NC(=S)N2)c1 (stereo not drawn) | 1%
CCCCCCC(C)OC(=O)Nc1cccc2ccccc12 (stereo not drawn) | 4%[57.5 µM]
COc1cc(C(=O)NC(C)c2cnn(-c3ccccc3C)c2C)cc(OC)c1OC (stereo not drawn) | -2%
C/C(CC(=O)NC1CCCCC1)=N\NC(=O)c1ccccn1 | -2%
COC(=O)CSc1nnc(CNc2nc(-c3ccccc3)cs2)n1C | 8%
COC(C)(C)CCCC(C)C/C=C/C(C)=C/C(=O)O (stereo not drawn) | 1%
COc1cc(C2C(N3C(=O)c4ccccc4C3=O)C(=O)N2c2ccc(C)c(C)c2)cc(OC)c1OC (stereo not drawn) | 12%
COc1ccc2[nH]c(C(=O)O)c(NC(=O)c3ccccc3[N+](=O)[O-])c2c1 | -1%[57.5 µM]
COc1ccc(CCNC(=O)C(=O)NCc2cccs2)cc1OC | 22%
Cc1ccc(-c2nn(-c3ccccc3)cc2/C=N/n2c(-c3cccs3)n[nH]c2=S)cc1 | 17%[57.5 µM]

Part of the list above in order of molar mass, smallest number first:
SMILES | ERK EGF block
Nc1ccc2c(c1)sc1ccccc12 | 2%
C(=C\c1ccccc1)/CNCC1CCCO1 (stereo not drawn) | 2%
CCCCSc1nc2ccccc2n1CC(=O)O | -6%
CN(C)c1ccc(-c2cc(-n3ccnc3)ncn2)cc1 | 25%
COC(C)(C)CCCC(C)C/C=C/C(C)=C/C(=O)O (stereo not drawn) | 1%
Cc1ccsc1C1C(C#N)=C(N)OC2=C1C(=O)CCC2 (stereo not drawn) | 10%
CCCCCCC(C)OC(=O)Nc1cccc2ccccc12 (stereo not drawn) | 4%[57.5 µM]
C/C(CC(=O)NC1CCCCC1)=N\NC(=O)c1ccccn1 | -2%
CN(Cc1ccc(F)cc1)C(=O)CCc1nnc(-c2ccccc2)o1 | -3%
COc1ccc(NC(=O)c2cc(S(=O)(=O)N3CCCC3)oc2C)cc1 | -6%[57.5 µM]
COC(=O)CSc1nnc(CNc2nc(-c3ccccc3)cs2)n1C | 8%
COc1ccc(OC)c(C2C=C(C34CC5CC(CC(C5)C3)C4)NC(=S)N2)c1 (stereo not drawn) | 1%
CCCCNC(=O)CCCCCNS(=O)(=O)c1ccc(Br)cc1 | 2%
COc1cc(C(=O)NC(C)c2cnn(-c3ccccc3C)c2C)cc(OC)c1OC (stereo not drawn) | -2%
Cc1ccc(-c2nn(-c3ccccc3)cc2/C=N/n2c(-c3cccs3)n[nH]c2=S)cc1 | 17%[57.5 µM]
Cc1c(NC(=O)/C=C/c2ccc(S(=O)(=O)N3CCOCC3)cc2)c(=O)n(-c2ccccc2)n1C | -1%[57.5 µM]
COc1cc(C2C(N3C(=O)c4ccccc4C3=O)C(=O)N2c2ccc(C)c(C)c2)cc(OC)c1OC (stereo not drawn) | 12%

(continued)
SMILES | ERK EGF block
CC(C)c1cc(-c2cc(C(=O)NCc3ccccc3)on2)nc(NCC2CC2)n1 | -16%[57.5 µM]
O=C(c1ccc(O)cc1)c1ccc(C(=O)c2ccc(O)cc2)cc1 | -4%[57.5 µM]
CCn1c(=S)[nH]c2scc(-c3cccs3)c2c1=O | -6%
COc1ccc(-c2csc(Nc3ncccc3C)n2)cc1 | 9%
CCC(=O)Nc1ccc(C(=O)NCCCn2ccnc2)cc1 | -10%
C=CCOC(=O)c1c(C)nc2cc3c(cc2c1C)OCO3 | -1%
CC(=O)N1CCC2(CC1)CN(c1ccncc1)C2 | 5%
CC1CC(C)C[N+](=C2C=C(N3CCCC3)CC(C)(C)C2)C1 (stereo not drawn) | 4%
CN(C)c1ccc(CN(C(=O)c2ccc(Cl)c([N+](=O)[O-])c2)C2CCS(=O)(=O)C2)cc1 (stereo not drawn) | ?
COC(=O)CSc1nnc(-c2cnccn2)n1C | -2%
COc1ccccc1CNc1nc(S(=O)(=O)c2ccccc2)c(Cl)s1 | -3%
COC(=O)[C@H](COC(C)(C)C)NC(=O)O[C@@H]1C(=O)c2cc(OC)ccc2O[C@H]1c1ccc(OC)c(Br)c1 | -5%

Retrieved one by one from the list above (2):
SMILES | ERK EGF block
COC(C)(C)CCCC(C)C/C=C/C(C)=C/C(=O)O (stereo not drawn) | 1%
CNC(=S)NNC(=O)c1sc2cc(C(F)(F)F)cnc2c1-c1ccccn1 | -8%

Remaining list, next part
SMILES | ERK EGF block
O=C(CN1N=C(C(F)(F)F)CC1(O)c1ccc([N+](=O)[O-])cc1)c1ccccc1 (stereo not drawn) | 2%
CCNC1CCS(=O)(=O)C1 (stereo not drawn) | -15%[57.5 µM]
CCN(CCn1cccn1)Cc1c(C(=O)N2CCCCCCC2)nc2ccc(Cl)cn12 | 15%
O=c1c(-c2ccccc2)nc2cncnc2n1C1CC1 | -3%
CC(C)(CNC(=O)c1ccc(Cl)c(S(=O)(=O)N2CCc3ccccc3C2)c1)N1CCOCC1 | -10%
COc1ccc(-n2cc(CNCCN3CCOC3=O)c(-c3ccccc3Cl)n2)cc1 | -6%[57.5 µM]
C/C(CC(=O)Nc1ccc(F)cc1)=N\NC(=O)COc1ccccc1 | -2%
Cc1c(C(=N)C(C#N)C#N)c(=N)oc2c1ccc1ccccc12 | 3%[57.5 µM]
CCOc1ncccc1C(=O)OCC(=O)N1CCc2ccccc21 | -3%
O=C(CSc1nnc(SCc2cccc3ccccc23)s1)Nc1ccc(C(=O)O)cc1 | -13%
COc1ccc(Br)cc1C(=O)Nc1ccc(C(=O)O)cc1 | -5%[57.5 µM]
CN1CCN(Cc2ccc(Sc3ccc(Cl)cc3)c([N+](=O)[O-])c2)CC1 | 3%
COc1cccc(CN2CCNC(=O)C2CC(=O)O)c1OC (stereo not drawn) | 0%
O=C(O)Cn1nnnc1SCC(=O)Nc1ccccc1F | 3%
CC1CCCCN1Cc1c(O)ccc2c(=O)c(-c3nc4ccccc4s3)coc12 (stereo not drawn) | -4%[57.5 µM]
CC(C)(C)c1ccc(C(=O)Nc2ccc(O)c3c(=O)cc(-c4ccccc4Cl)oc23)cc1 | -8%[57.5 µM]
CCOc1ccc2nc(C)cc(Nc3cccc([N+](=O)[O-])c3)c2c1 | 0%
CC1CCc2c(C(=O)NCc3ccccn3)csc2C1 (stereo not drawn) | 8%
COc1ccc(C)cc1S(=O)(=O)N(CC(=O)Nc1cccc([N+](=O)[O-])c1)c1ccccc1 | -6%
CCn1c(SCC(=O)Nc2ccccc2F)nc2c(c1=O)SC(C)C2 (stereo not drawn) | -2%
Cc1ccc(-n2cccn2)c(CN2CCCC(CNC(=O)c3ccc(F)cc3)C2)c1 (stereo not drawn) | -3%
CN(c1ccccc1)S(=O)(=O)c1cccc(NC(=O)CSc2n[nH]c(N)n2)c1 | 6%[57.5 µM]
O=C1/C(=C/c2cccc(O)c2)SC(=S)N1CC1CCCO1 (stereo not drawn) | -2%[57.5 µM]
NNc1cc(C(=O)O)ccc1Cl | -9%[57.5 µM]
Cc1ccc(-c2nn(C)c(=O)c3ccccc23)cc1S(=O)(=O)N1CCOCC1 | -3%
CC(Nc1nc(N2CCOCC2)nc2ccccc12)c1ccccc1 (stereo not drawn) | -2%
O=C(NCC1CCCO1)c1cccc(Oc2ccc([N+](=O)[O-])cc2Cl)c1 (stereo not drawn) | -3%
O=C(NNC(=O)C1C2CCC(C2)C1C(=O)O)c1cccc(Cl)c1 (stereo not drawn) | -4%
Cc1c(C=O)n(C)n(-c2ccccc2)c1=O | 5%
CC(C)CCN1CCN(Cc2ccc(C#CC(C)(C)O)s2)CC1CCO (stereo not drawn) | -9%
COc1cc(CN2CCNC(=O)C2CC(=O)N2CCCCO2)cc(OC)c1 (stereo not drawn) | 21%
CCOC(=O)CCCNc1ccc([N+](=O)[O-])cc1[N+](=O)[O-] | 1%
CCn1cc(-c2ccnc3cc(C(=O)O)nn23)c(C)n1 | 1%
CCC1Oc2ccccc2N(CC(=O)NCCc2ccc(OC)c(OC)c2)C1=O (stereo not drawn) | 11%
COc1ccccc1NC(=O)CSc1nc(N)c(C#N)cc1C#N | 2%
Brc1csc2ncccc12 | 2%[57.5 µM]
CCCCN=C1CC(C)(C)CC(=O)/C1=C(/O)CCCN1C(=O)c2ccccc2C1=O | 22%
Cc1cc2nc(CCl)cc(=O)n2[nH]1 | -8%
CC(=O)C(/C=N/c1cc(-c2ccc(C)cc2)nn1-c1ccccc1)=C(\C)O | 6%
N#CC(=C=[N-])c1nc2ccccc2nc1-[n+]1cccc(NC(=O)c2cccs2)c1 | 1%[57.5 µM]
Cc1ccc(N2C(=O)CC(N3CCN(C)CC3)C2=O)cc1 (stereo not drawn) | 2%
CC(C)CCN1C(=O)c2ccc(C(=O)Nc3c[nH]c(=O)[nH]c3=O)cc2C1=O | 0%
[C-]#[N+]/C(C#N)=C\c1cc(C(C)(C)C)c(O)c(C(C)(C)C)c1 | 1%

The list is partial; count on the stated rates, not on these rows.
